# CHT PAM: CHT positive allosteric modulators, primary screen, cell-based, membrane potential dye, choline EC20 | 310,000 compounds, 0.49% hits | High affinity choline transporter 1 (Homo sapiens), Q9GZV3 | B-score at 10 µM | CHT-expressing cells; hits give high values; LV-AA mutant CHT in HEK293 cells | AID 488977, 2010;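 active means initial fluorescence not abnormally high and integrated response B-score, plate-corrected, over 3 SD above library mean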
# Target sequence (Q9GZV3 whole entry, looked up): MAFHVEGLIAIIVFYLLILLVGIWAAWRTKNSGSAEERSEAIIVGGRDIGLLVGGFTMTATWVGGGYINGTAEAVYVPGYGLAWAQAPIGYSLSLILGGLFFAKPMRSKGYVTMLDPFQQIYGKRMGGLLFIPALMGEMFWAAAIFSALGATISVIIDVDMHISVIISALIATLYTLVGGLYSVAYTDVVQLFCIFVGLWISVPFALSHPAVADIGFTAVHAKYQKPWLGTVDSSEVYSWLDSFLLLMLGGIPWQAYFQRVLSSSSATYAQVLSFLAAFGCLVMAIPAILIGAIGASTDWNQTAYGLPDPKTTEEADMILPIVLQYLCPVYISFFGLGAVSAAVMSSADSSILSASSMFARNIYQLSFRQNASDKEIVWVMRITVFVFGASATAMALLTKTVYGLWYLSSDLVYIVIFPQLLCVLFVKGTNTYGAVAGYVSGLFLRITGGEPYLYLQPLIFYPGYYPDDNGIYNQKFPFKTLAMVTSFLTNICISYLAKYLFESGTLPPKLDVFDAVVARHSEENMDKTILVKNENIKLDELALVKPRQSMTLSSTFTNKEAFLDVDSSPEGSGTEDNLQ
# CHT inh: inhibitors of human choline transporter CHT; CHT-expressing cells, membrane potential dye, choline response; hits give low values; B-score at 10 µM; 310,000 compounds, 0.86% hits; AID 488975, 2010;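 active means B-score over 3 SD under the library average, and starting fluorescence ratio not unusually high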;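 further: choline stimulus applied at its EC90 after an EC20 pre-addition; B-score computed on integrated fluorescence ratio after choline addition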
# STK33 kinase inh: inhibitors of purified STK33 kinase, primary screen, biochemical, ADP-Glo luminescence, homogeneous, cell-free; 320,000 compounds, 0.073% hits; MBP phosphorylation; Serine/threonine-protein kinase 33 (Homo sapiens), Q9BYT3; inhibition, % at 10 µM;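 active means inhibition at or above 25%, using the most active replicate where run in duplicate; inactive means inhibition below 25%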
# Target sequence (Q9BYT3 whole entry, looked up): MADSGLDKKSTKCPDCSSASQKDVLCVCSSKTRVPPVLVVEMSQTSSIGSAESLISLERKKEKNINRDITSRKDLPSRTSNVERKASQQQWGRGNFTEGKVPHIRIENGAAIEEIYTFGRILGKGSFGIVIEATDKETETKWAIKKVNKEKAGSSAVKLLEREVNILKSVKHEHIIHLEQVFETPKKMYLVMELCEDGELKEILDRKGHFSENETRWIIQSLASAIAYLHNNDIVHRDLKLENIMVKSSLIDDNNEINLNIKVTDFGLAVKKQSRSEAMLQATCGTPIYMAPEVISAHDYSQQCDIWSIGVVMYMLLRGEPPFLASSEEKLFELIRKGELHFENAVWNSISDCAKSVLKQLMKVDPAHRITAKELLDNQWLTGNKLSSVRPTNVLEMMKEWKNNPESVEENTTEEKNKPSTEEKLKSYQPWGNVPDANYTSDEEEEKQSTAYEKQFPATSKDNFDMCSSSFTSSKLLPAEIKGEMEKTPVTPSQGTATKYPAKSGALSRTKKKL
# Starred values were filed as active, the others as inactive; i = inactive; x = not tested or not shown.
# Values run as follows: CHT PAM	CHT inh	STK33 kinase inh
1: Cc1ccc(C)c(NC(=O)Cc2nc(CCl)cs2)c1
  i	i	-0.5
2: COc1ccc(OC)c(NC(=O)Nc2ccc3[nH]ccc3c2)c1
  i	i	-2.8
3: CCOc1cc(/C=N/Nc2cc(C)nc3ccc(C)cc23)ccc1O
  i	i	2.7
4: Cc1ccc(S(=O)(=O)NNc2nnc(C)c(=O)[nH]2)cc1
  i	i	-0.4
5: Cc1cccc(OCC(=O)N2CCN(S(C)(=O)=O)CC2)c1
  i	i	-1.8
6: CCCCn1c(SCC(=O)Nc2ccc3c(c2)OCO3)nc2c1c(=O)n(C)c(=O)n2C
  i	i	1.2
7: CN1C(=O)C(O)(C2COC(C)(C)CC2=O)c2ccccc21 (stereo not given)
  i	i	-1.0
8: CC(C)OCCCn1c(SCC(=O)N2CCc3ccccc32)nc2ccccc2c1=O
  i	i	1.4
9: CCC1CCCCN1C(=O)COc1c(Br)cc(Br)c2cccnc12 (stereo not given)
  i	i	-0.4
10: NC(=O)COc1ccc2cc(-c3ccccc3)c(=O)oc2c1
  i	i	0.8
11: COCCN1C(=O)/C(=C/c2ccc(N3CCCC3)cc2C)SC1=S
  i	i	1.0
12: COc1ccc(NC(=O)c2ccccc2NC(=O)c2ccco2)cc1
  i	i	-1.3
13: CCSCc1nnc(SCC(=O)Nc2cc(F)ccc2C)n1C
  i	i	-0.6
14: CCOC(=O)/C(C(N)=NCCCO)=C(/O)c1ccccc1
  i	i	2.1
15: Cc1ccc(C(c2nnnn2C2CCCC2)N2CCc3ccccc32)cc1 (stereo not given)
  i	i	-0.1
16: Cc1ccc(-n2c(C)cc(C(=O)CN3CCOCC3)c2C)cc1C
  i	i	0.8
17: Cc1[nH]nc2c1C1(CCN(C(=O)c3ccccc3)CC1)C(C#N)=C(N)O2
  i	i	-0.6
18: COc1ccccc1-n1c(C)cc(/C=C2/C(=N)N3C(=NC2=O)SN=C3S(C)(=O)=O)c1C
  i	i	0.5
19: COc1ccc(N2C(=O)C(CC(=O)Nc3ccccc3)N(Cc3ccc(OC)c(OC)c3)C2=O)cc1 (stereo not given)
  i	i	-1.6
20: C=CCn1c(NS(=O)(=O)c2ccccc2)c(S(=O)(=O)c2ccc(C)cc2)c2nc3ccccc3nc21
  i	i	-2.3
21: Cc1cc(C)n(-c2nnc3n2N=C(c2c[nH]c4ccccc24)CS3)n1
  i	i	0.8
22: CCn1c(C)nc2cc(C(=O)NNC(=O)Nc3cccc(Cl)c3)ccc21
  i	i	0.5
23: O=C(COC(=O)c1cccs1)NC1CCCC1
  i	i	-0.1
24: CCCCn1cc(SCC(=O)O)c2ccccc21
  i	i	-3.1
25: COc1nc(Nc2ccc([N+](=O)[O-])cc2)nc(NC(C)C)n1
  i	i	0.2
26: Cc1ccc2nc(SCC(=O)c3cc(C)n(C)c3C)[nH]c2c1
  i	i	-1.7
27: O=C(NCC(c1ccco1)N1CCN(c2ccc(F)cc2)CC1)c1ccc2c(c1)OCO2 (stereo not given)
  i	i	0.1
28: CNS(=O)(=O)c1cn(CC(=O)NCc2ccc(F)cc2)cc1S(=O)(=O)NC
  i	i	0.4
29: CC(c1ccccc1)n1c(CCCO)nc2ccccc21 (stereo not given)
  i	i	-0.4
30: N/C(Cc1ccc(Cl)cc1Cl)=N\OC(=O)c1ccccc1F
  i	i	-0.3

# Next section:
# Values run as follows: CHT PAM	CHT inh	STK33 kinase inh
31: CCCN(C(=O)COC(=O)CCOc1ccc(C)cc1)c1c(N)n(Cc2ccccc2)c(=O)[nH]c1=O
  i	i	-1.0
32: CC1OC(OC2C(CO)OC(OC3C(CO)OC(O)C(O)C3O)C(O)C2O)C(O)C(O)C1N[C@@H]1C=C(CO)[C@@H](O)C(O)[C@H]1O (stereo not given in full)
  i	i	-2.0
33: COc1cc(/C=N/NC(=O)c2ccoc2C)cc(OC)c1OC
  i	i	-1.0
34: Cc1cc(C)cc(-n2cccc2/C=C2/C(=N)N3C(=NC2=O)SN=C3S(C)(=O)=O)c1
  i	i	-1.0
35: CSc1cccc(NC(=O)/C=C/c2ccc(Cl)cc2)c1
  i	i	-1.0
36: O=C(c1ccc(S(=O)(=O)N2CCOCC2)cc1)N(c1cccc(Cl)c1)C1C=CS(=O)(=O)C1 (stereo not given)
  i	i	-1.2
37: CCOC(=O)NC(C(Cl)(Cl)Cl)S(=O)(=O)c1ccccc1 (stereo not given)
  i	i	0.4
38: CC(C)[C@@H](C(=O)NC1CCN(Cc2ccccc2)CC1)N1C(=O)N2CCc3c([nH]c4ccccc34)[C@@]2(C)C1=O
  i	i	-0.5
39: COc1ccc(OC)c2c1cc(C(=O)N[C@@H](Cc1ccccc1)C(=O)O)n2C
  i	i	-2.3
40: O=C(N/N=C/c1cc(Br)c(O)c(Br)c1O)c1cccnc1
  i	i	0.9
41: CCOC(=O)c1ccc(NC(=O)c2ccc(NC(=O)C3CCCO3)cc2)cc1 (stereo not given)
  i	i	1.1
42: COc1cccc(N2CCN(CC(=O)Nc3nc(C)c(C(=O)N(C)C)s3)CC2)c1
  i	i	-4.4
43: CCc1cccc(NC(=O)CN(c2ccc(OC)cc2)S(=O)(=O)c2c(C)n[nH]c2C)c1
  i	i	0.5
44: CCC(C)NS(=O)(=O)c1ccc(OCC(=O)NCc2ccc(OC)cc2)cc1 (stereo not given)
  i	i	x
45: O=C(CCC(=O)Nc1cccnc1)Nc1cccnc1
  i	i	-1.5
46: CC1CC2(NC(=O)NC2=O)C(C)CN1C (stereo not given)
  i	i	0.3
47: COc1ccc2c(ccn2S(=O)(=O)c2ccccc2)c1
  i	i	0.9
48: CC(C)OC(=O)c1ccc(N2C(=O)C3CC=CCC3C2=O)cc1 (stereo not given)
  i	i	0.1
49: O=[N+]([O-])c1ccc(N=Cc2c(O)ccc3ccccc23)cc1
  i	i	-0.8
50: CC(=O)Nc1cccc(NC(=O)Cc2nc(-c3ccccc3)sc2-c2ccc(C)cc2)c1
  i	i	0.1
51: C/C(=N\NC(=O)c1ccncc1)C12CC3CC(CC(C3)C1)C2
  i	i	-0.9
52: Cc1c(NC(=O)CSc2nc3ccccc3n2C)c(=O)n(-c2ccccc2)n1C
  i	i	-0.4
53: Cc1cc(C)c(NC(=O)CNC(=O)c2cc([N+](=O)[O-])ccc2N2CCOCC2)c(C)c1
  i	i	-1.7
54: O=C1N=C(N2CCc3ccccc3C2)S/C1=C\c1ccc(O)cc1
  i	i	11
55: N#CCCN(C(=O)COc1ccc(Cl)cc1Cl)c1ccccc1
  i	i	-1.2
56: Clc1ccc(CCNc2ncnc3nc[nH]c23)cc1
  i	i	1.6
57: Nc1sc(-c2ccccc2)c(Cc2ccccc2)c1C(=O)O
  i	i	0.6
58: O=C(CSc1ccccc1)N/N=C/c1ccccc1O
  i	i	-0.8
59: CN1CCN(c2ccccc2NC(=O)COc2ccc(Cl)cc2)CC1
  i	i	0.0
60: CCCCCCSc1ccc([C@@H]2[C@H]3C(=O)N(C)C(=O)[C@H]3[C@]3(C(=O)OC)CCCCN23)cc1OC
  i	i	0.1

# Some of the entries so far, as labelled records:
(10) NC(=O)COc1ccc2cc(-c3ccccc3)c(=O)oc2c1
  CHT PAM: i	CHT inh: i	STK33 kinase inh: 0.8
(11) COCCN1C(=O)/C(=C/c2ccc(N3CCCC3)cc2C)SC1=S
  CHT PAM: i	CHT inh: i	STK33 kinase inh: 1.0
(12) COc1ccc(NC(=O)c2ccccc2NC(=O)c2ccco2)cc1
  CHT PAM: i	CHT inh: i	STK33 kinase inh: -1.3
(13) CCSCc1nnc(SCC(=O)Nc2cc(F)ccc2C)n1C
  CHT PAM: i	CHT inh: i	STK33 kinase inh: -0.6

# Further entries follow.
# Values run as follows: CHT PAM	CHT inh	STK33 kinase inh
61: CCN1CCN(Cc2c(O)c(Cl)cc3c(C)cc(=O)oc23)CC1
  i	i	-1.0
62: CC(=O)c1sc(NC(=O)CCOc2ccccc2)nc1C
  i	i	-0.9
63: COc1ccc2[nH]c3c(c2c1)CCN1C(=O)N([C@@H](C)C(=O)NCc2ccc(C)cc2)C(=O)[C@]31C
  i	i	0.3
64: COc1ccc(Nc2ncnc3c2cnn3-c2ccccc2)cc1OC
  i	i	-0.3
65: COc1ccc(CNS(=O)(=O)c2ccc3c(c2)NC(=O)CS3)cc1
  i	i	1.6
66: Cc1cc2ncn(C3CC(=O)N(Cc4ccccc4)C3=O)c2cc1C (stereo not given)
  i	i	-1.0
67: COC(=O)C1CCN(Cc2cc(=O)oc3cc(OC)ccc23)CC1
  i	i	-0.5
68: Cc1ccc(-c2noc(-c3cccs3)n2)cc1
  i	i	-0.3
69: COc1ccc(Cc2nnc(CCc3ccccc3)s2)cc1
  i	i	0.1
70: CCc1ccccc1NC(=O)CN(C)C(=O)CSc1nnc(Nc2cccc(C)c2C)s1
  i	i	-0.4
71: CCOC(=O)C1(C(F)(F)F)N=C(N(C)C)OC(N(C)C)=N1
  i	i	-0.9
72: O=C(CC1SC2=NCCN2C1=O)Nc1ccc(Cl)cc1 (stereo not given)
  i	i	1.5
73: CCOC(=O)c1[nH]c2cc3c(cc2c1CCCN1C(=O)c2ccccc2C1=O)OCCO3
  i	i	-0.3
74: Cc1ccc(S(=O)(=O)Nc2nc3ccccc3nc2NCC2CCCO2)c(C)c1 (stereo not given)
  i	i	-2.0
75: CCCSc1nc2c(cnn2-c2ccc(C)cc2)c(=O)[nH]1
  i	i	-1.8
76: COc1ccccc1CC1CC(=O)N(c2cccc(Cl)c2C)C1=O (stereo not given)
  i	i	0.5
77: COc1ccc(CC(=O)OCC(=O)Nc2ccc(C(=O)Nc3ccc(OC)cc3)cc2)cc1
  i	i	-1.0
78: C#Cc1ccc([C@H]2C=C(C(=O)N3CCN(Cc4ccccc4)CC3)O[C@@H](OCC)[C@@H]2CCCO)cc1
  i	i	-0.6
79: Cc1cccc(NC(=O)C2COc3ccccc3O2)c1 (stereo not given)
  i	i	0.0
80: CC(=O)N1CCN(c2ccc(NC(=O)c3ccco3)cc2Cl)CC1
  i	i	1.5
81: COc1ccc(CNS(=O)(=O)c2cc(-c3cc(C)no3)ccc2OC)cc1OC
  i	i	0.1
82: O=C(CN1N=C(c2ccccc2)CCC1=O)NCCCN1CCc2ccccc2C1
  i	i	-0.9
83: CCN1CCN(CCn2c(=S)[nH]c3ccccc3c2=O)CC1
  i	i	-1.0
84: Cc1cccc(NS(=O)(=O)Cc2ccccc2)n1
  i	i	0.0
85: O=C(O)Cn1cc(/C=C2/NC(=O)N(c3ccc(Cl)cc3)C2=O)c2ccccc21
  i	i	-0.1
86: CCOC(=O)N1CCN(c2nc(-c3ccccc3)c3ccccc3n2)CC1
  i	i	-0.8
87: CC(=O)Nc1ccc(NC(=O)C/C(C)=N/NC(=O)COc2cc(C)c(Br)cc2Br)cc1
  i	i	-1.2
88: COc1ccc2cc3c(N)nn(C(=O)c4ccccc4Cl)c3nc2c1
  i	i	0.8
89: COCCN(C(=O)CSc1nnc(-c2ccccc2C)n1C)c1c(N)n(Cc2ccccc2)c(=O)[nH]c1=O
  i	i	0.4
90: Cc1cc(C)cc(N2CC(O)Cn3c2nc2c3c(=O)[nH]c(=O)n2C)c1 (stereo not given)
  i	i	-0.9

# Additional results follow:
# Values run as follows: CHT PAM	CHT inh	STK33 kinase inh
91: Cc1ccc(-c2nnc(CSc3nnc(C)s3)o2)cc1
  i	i	-1.6
92: COc1ccccc1NC(=O)c1ccccc1SC
  i	i	5.5
93: CCc1nnc(NS(=O)(=O)c2ccc(N/C=C\C(=O)c3ccc4ccccc4c3)cc2)s1
  i	i	-2.9
94: COc1ccc(N(C(=O)CCl)C(C(=O)NC2CCCCC2)c2cccnc2)cc1 (stereo not given)
  i	i	1.6
95: COC(=O)c1cc(S(=O)(=O)N2CCN(Cc3ccccc3)CC2)c[nH]1
  i	i	-1.3
96: CC(=O)N1c2ccc(S(=O)(=O)N3CCC(C(=O)NCCc4ccc(Cl)cc4)CC3)cc2CC1C (stereo not given)
  i	i	0.2
97: Cc1ccc(S(=O)(=O)CCSC(=N)N)cc1
  i	i	-1.1
98: N#Cc1nc(-c2ccc(OCc3ccccc3Cl)cc2)oc1NCCCn1ccnc1
  i	i	1.3
99: O=C(CSc1ncn[nH]1)NC1CCCc2ccccc21 (stereo not given)
  i	i	-2.1
100: C=CCn1c(C)cc(C(=O)COC(=O)COc2ccccc2C#N)c1C
  i	i	-1.9
101: O=c1[nH]c(Nc2ccccc2Cl)cc2ccccc12
  i	i	-1.1
102: Cc1cc(CC(=O)O)c(C)cc1CC(=O)O
  i	i	0.5
103: COc1ccc(-n2nc3cc(C)c(N)cc3n2)cc1Cl
  i	i	0.6
104: COc1ccc(C(=O)CC(c2ccccc2)C2CCCCC2=O)cc1 (stereo not given)
  i	i	-1.4
105: COc1ccccc1NC(=O)c1ccc(-n2cncn2)nc1
  i	i	0.5
106: CCOC(=O)c1ccc2[nH]c(C)cc(=O)c2c1
  i	i	-0.3
107: OCCNC(=S)NC1CCCCC1
  i	i	2.2
108: CN(C(=O)CSc1nc2cc(C(=O)O)ccc2c(=O)n1Cc1ccccc1)C1CCS(=O)(=O)C1 (stereo not given)
  i	i	0.0
109: CCC(=O)Nc1cc(NC(=O)CSc2ncc(-c3ccc(F)cc3)n2Cc2ccco2)ccc1C
  i	i	-1.5
110: COc1ccc(Cc2nnc(NC(=O)CSc3ccc(C)cc3)s2)cc1
  i	i	-1.0
111: CC(=O)C1=C(O)C(=O)N(c2cccnc2)C1c1cccc([N+](=O)[O-])c1 (stereo not given)
  i	i	-0.6

# Individual results from the list:
# STK33 kinase inh with `CN1C(=O)C(O)(C2COC(C)(C)CC2=O)c2ccccc21` (stereo not given) stands at -1.0
# STK33 kinase inh with `COc1cccc(N2CCN(CC(=O)Nc3nc(C)c(C(=O)N(C)C)s3)CC2)c1` stands at -4.4

# Assay outcomes from PubChem.
